High-throughput results as filed in PubChem BioAssay.
PAFAH2 inh – PAFAH2 enzyme inhibitors, primary screen, biochemical, fluorescence polarization, human; Platelet-activating factor acetylhydrolase 2, cytoplasmic (Homo sapiens), Q99487; recombinant PAFAH2, FP-rhodamine activity probe; inhibition, % at 3.39 µM; hit rate 0.99% among 340,000;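 active = inhibition above the mean over all tested compounds plus 3 SD, cut at about 30% in these data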;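 note: inhibitors block probe labeling of enzyme so polarization drops; 0% = enzyme with DMSO and 100% = wells lacking PAFAH2 protein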
PREPL inh – PREPL enzyme inhibitors, primary screen, biochemical, fluorescence polarization; recombinant PREPL, fluorescence polarization activity-based probe; hit rate 0.68% among 320,000; inhibition, % at 5.96 µM; in the data active = inhibition above about 43%;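 note: 0% = enzyme with DMSO and 100% = wells lacking enzyme; many of its hits are not listed in these tables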
ZTA DNA inh – counter-screen for EBNA-1 inhibitors: inhibitors of Epstein-Barr virus ZTA; ZTA-DNA binding, fluorescence polarization; inhibition, % at 11 µM; hit rate 0.15% among 320,000; AID 2234; in the data active = inhibition above about 33%
Target sequence (P03206 whole entry, looked up): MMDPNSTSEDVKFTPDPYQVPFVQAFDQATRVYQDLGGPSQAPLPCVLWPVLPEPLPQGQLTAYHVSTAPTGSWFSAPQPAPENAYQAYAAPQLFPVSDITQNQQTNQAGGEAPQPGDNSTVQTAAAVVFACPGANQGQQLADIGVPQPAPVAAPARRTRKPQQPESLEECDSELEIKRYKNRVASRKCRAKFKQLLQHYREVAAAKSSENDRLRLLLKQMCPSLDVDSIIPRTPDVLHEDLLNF
PAFAH1B3 inh – PAFAH1B3 enzyme inhibitors, primary screen, biochemical, fluorescence polarization, human; Platelet-activating factor acetylhydrolase IB subunit alpha1 (Homo sapiens), Q15102; recombinant PAFAH1B3, FP-rhodamine probe; inhibition, % at 3.39 µM; hit rate 0.28% among 340,000;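 active = inhibition above the screen-wide average of all tested compounds plus 3 SD, cut at about 25% in these data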;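 note: 0% = enzyme with DMSO only and 100% = wells lacking PAFAH1B3 protein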
PAD4 inh – human PAD4 inhibitors, primary screen, biochemical, fluorescence polarization, 1536-well format. Protein-arginine deiminase type-4 (Homo sapiens), Q9UM07. recombinant PAD4, RCA probe fluorescence polarization. inhibition, % at 6.36 µM. hit rate 0.41% among 330,000. AID 485272, 2010;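 active = percent inhibition above a cutoff equal to the mean of all tested compounds plus 3 SD, cut at about 15% in these data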;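 note: 0% = PAD4 with RCA probe and DMSO and 100% = probe without PAD4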
EBNA-1 inhibitor – EBNA-1 DNA-binding inhibitors, primary screen, biochemical, fluorescence polarization | inhibition, % at 14.8 µM | hit rate 0.34% among 300,000; in the data active = inhibition above about 28%
LYPLA2 inh – LYPLA2 inhibitors, primary screen, counter-screen for PME1 inhibitor project, biochemical, fluorescence polarization, FP-Rh probe ABPP; Acyl-protein thioesterase 2 (Homo sapiens), O95372; recombinant LYPLA2; inhibition, % at 5.9 µM; hit rate 0.38% among 320,000; AID 2177, 2009;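 active = inhibition above the screen-wide mean plus 3 SD, limit set per campaign, cut at about 26% in these data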;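 note: 0% = LYPLA2 with DMSO and 100% = wells lacking LYPLA2 enzyme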
Target sequence (O95372 whole entry, looked up): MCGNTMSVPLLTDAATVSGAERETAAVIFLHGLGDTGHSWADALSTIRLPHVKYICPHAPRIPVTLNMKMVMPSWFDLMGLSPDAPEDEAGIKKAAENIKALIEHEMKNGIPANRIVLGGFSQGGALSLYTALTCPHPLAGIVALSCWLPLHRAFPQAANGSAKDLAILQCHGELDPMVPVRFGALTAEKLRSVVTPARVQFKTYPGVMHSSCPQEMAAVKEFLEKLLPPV
LYPLA1 inh – LYPLA1 inhibitors, primary screen, counter-screen for PME1 inhibitor project, biochemical, fluorescence polarization, FP-Rh probe ABPP; Acyl-protein thioesterase 1 (Homo sapiens), O75608; recombinant LYPLA1; inhibition, % at 5.9 µM; hit rate 0.16% among 320,000; AID 2174, 2009;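 active = inhibition above the mean of all tested compounds plus 3 SD, set per campaign, cut at about 14% in these data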;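 note: inhibitors block serine hydrolase probe labeling of LYPLA1 so polarization falls; 0% = enzyme with DMSO and 100% = wells lacking LYPLA1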
Target sequence (O75608 whole entry, looked up): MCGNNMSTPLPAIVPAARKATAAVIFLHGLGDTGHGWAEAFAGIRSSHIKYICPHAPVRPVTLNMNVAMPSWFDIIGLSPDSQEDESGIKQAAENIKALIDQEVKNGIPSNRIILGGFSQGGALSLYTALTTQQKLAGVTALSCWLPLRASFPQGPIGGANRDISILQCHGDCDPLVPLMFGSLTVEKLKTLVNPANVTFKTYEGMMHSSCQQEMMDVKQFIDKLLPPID
GSTO1 inh – inhibitors of recombinant GSTO1, primary screen, counter-screen for RBBP9 inhibitor project, biochemical, fluorescence polarization; AID 1974, 2009; inhibition, % at 5.96 µM; hit rate 1.1% among 300,000; activity-based probe fluorescence polarization; Glutathione S-transferase omega-1 (Homo sapiens), P78417;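 active = inhibition above the campaign mean inhibition plus 3 SD, cut at about 35% in these data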;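 note: 0% = GSTO1-1 with DMSO and 100% = wells lacking GSTO1-1 enzyme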
Target sequence (P78417 whole entry, looked up): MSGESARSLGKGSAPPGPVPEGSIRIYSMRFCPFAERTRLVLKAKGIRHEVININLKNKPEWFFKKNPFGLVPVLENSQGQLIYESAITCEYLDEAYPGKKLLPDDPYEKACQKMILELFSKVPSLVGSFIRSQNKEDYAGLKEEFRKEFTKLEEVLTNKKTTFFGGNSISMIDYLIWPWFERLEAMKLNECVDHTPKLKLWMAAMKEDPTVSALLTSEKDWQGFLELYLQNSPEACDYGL
* = called active by the depositor; x = not tested or not shown. These rows are one share of the data; the hit share may differ from the screen's.

SMILES | PAFAH2 inh | PREPL inh | ZTA DNA inh | PAFAH1B3 inh | PAD4 inh | EBNA-1 inhibitor | LYPLA2 inh | LYPLA1 inh | GSTO1 inh
CCn1ccc(C(=O)Nc2ccccc2Cl)n1 | -1 | 10 | 1 | 11 | 3 | -1 | 0 | 1 | 4
COc1ccc(/C=C/C(=O)OCC(=O)c2c(C)[nH]c3ccccc23)cc1OC | -1 | -8 | -4 | -6 | -6 | 10 | -14 | -9 | -11
CC1CC(C)CN(S(=O)(=O)c2ccc(Oc3ccc([N+](=O)[O-])cc3)cc2)C1 (configuration not stated) | 4 | 8 | 16 | -4 | 2 | -4 | 3 | 2 | 5
Cc1cc(=O)oc2cc(OCCSCCN3CCCC3)ccc12 | x | -1 | 8 | x | 1 | 12 | 4 | 2 | 11
O=C(CSc1ccc(-c2nc3ccccc3[nH]2)cn1)N1CCN(C(=O)c2ccco2)CC1 | -3 | -13 | 6 | 6 | 3 | 1 | 7 | 8 | -5
Cn1c(-c2ccccc2)cc2onc(-c3ccccc3)c2c1=O | 1 | 2 | 7 | -7 | -1 | 7 | -3 | 1 | 5
O=S(=O)(NCC1CCCO1)c1cnc(Cl)c(Cl)c1 (configuration not stated) | 3 | -5 | -3 | 8 | 2 | 3 | 4 | 2 | 12
O=C(NCCCn1ccnc1)c1ccccc1F | -3 | 2 | 19 | -4 | -2 | 4 | 2 | -1 | -4
CCCCCOC(=O)NCCOC(=O)Nc1ccc(C(=O)OCC)cc1 | -5 | -8 | 7 | 6 | -2 | -4 | -1 | -3 | -15
CN(CC(=O)Nc1ccc(OC(F)(F)F)cc1)C(=O)Cc1cccs1 | 4 | 21 | x | 9 | -7 | x | x | x | x
CCOC(=O)c1nn(-c2ccc(C)cc2)c(=O)cc1OCC(=O)Nc1cccc(OC)c1 | 4 | -6 | -2 | -2 | -1 | 2 | 9 | 1 | 6
CSCCC(NC(=O)c1ccccc1Cl)C(=O)N1CCN(C(c2ccccc2)c2ccccc2)CC1 (configuration not stated) | -10 | 7 | 0 | 9 | -3 | -8 | -3 | 3 | -6
CN(C)c1ccc(-c2cc([C@H]3[C@@H]4C=CCC[C@@]4(C)C(=O)N3Cc3ccccc3)ccc2F)cc1 | 7 | 5 | 11 | 8 | -2 | -1 | 0 | -2 | 1
O=c1[nH]c2ccccc2cc1-c1nnn(-c2ccc(F)cc2)n1 | 1 | -4 | 8 | 3 | 1 | -8 | -2 | -1 | 2
Cc1cccc(-c2noc(CN(C)C(=O)COc3ccccc3)n2)c1 | -3 | 6 | -7 | 6 | 0 | 6 | -5 | -3 | 2
Cc1ccc(CN(CC2CCCO2)C(=O)CN2C(=O)C(C(C)C)Oc3ccccc32)o1 (configuration not stated) | 0 | 8 | -2 | -3 | 1 | 1 | 1 | -2 | 5
Cc1nnc(NC(=O)CSc2nc(CC(C)C)nc3c2c(=O)n(C)c(=O)n3C)s1 | 2 | -4 | -6 | 5 | -1 | -1 | 2 | -2 | 26
Cc1c(Cc2ccccc2)sc(NC(=O)C(C)(C)C)c1C(N)=O | 1 | 20 | 0 | 1 | 1 | -4 | 2 | 3 | -3
O=C(N/N=C/C=C/c1ccco1)/C(=C/c1ccccc1)NC(=O)c1ccccc1 | 16 | -2 | 6 | 11 | -7 | 11 | 1 | -7 | 6
O=C(N/C=N/O)C1=NOC(CNc2ncc(C(F)(F)F)cc2Cl)C1 (configuration not stated) | 6 | 1 | 12 | 3 | -5 | 8 | 7 | -1 | 9
COc1ccc(C(=O)Cn2nnc(-c3ccccc3-n3cnnn3)n2)cc1 | 3 | -9 | 4 | 5 | 0 | -8 | 3 | -1 | -1
Cc1ccccc1OCc1nc(-c2cccnc2)no1 | 0 | 3 | -16 | -4 | 11 | 1 | 3 | -1 | 15
CC1CCCCC1NC(=O)CN1C(=O)c2ccccc2S1(=O)=O (configuration not stated) | 3 | -1 | 3 | -1 | -6 | 2 | 1 | -1 | -14
CC1CCCC(C)N1C(=O)CSc1nnc(COc2ccc(F)cc2)o1 (configuration not stated) | 2 | 18 | 2 | 7 | -2 | 5 | 5 | -1 | 0
CCn1cc(C(=O)O)c(=O)c2cc(F)c(N3CCN(C(=S)Nc4ccccc4OC)CC3)cc21 | 0 | -5 | -13 | -6 | 1 | -1 | 5 | 1 | 1
O=C(CNc1ccc(F)cc1)N/N=C/C1CC=CCC1 (configuration not stated) | 0 | 3 | -12 | -1 | -4 | -8 | -6 | 0 | -8
COc1ccccc1C(=O)N/C(=C\c1ccccc1)C(=O)NCc1ccco1 | 6 | 5 | -10 | 2 | 6 | -7 | 1 | 3 | 3
Cc1c(N2C(=O)c3ccc4c5c(ccc(c35)C2=O)CC4)c(=O)n(-c2ccccc2)n1C | 16 | 3 | -16 | 6 | 1 | 1 | 1 | -3 | 36*
Cc1ccc(-c2cc3c(n2-c2ccc(C(=O)O)cc2)CCCC3=O)cc1 | 15 | 2 | -6 | 10 | -4 | -6 | -2 | -4 | 2
Cc1ccc(S(=O)(=O)NN2C(=O)c3ccccc3NC2c2ccccn2)cc1 (configuration not stated) | 19 | -4 | -7 | 7 | -2 | 2 | -4 | -2 | 4
Fc1ccc(NC(=S)NC2CC3CCCC(C2)N3Cc2cccs2)cc1 (configuration not stated) | 0 | 10 | -13 | 3 | -7 | -14 | 6 | 1 | 3
O=C(Nc1ccccc1C(=O)N1CCCCC1)NC1CCCCC1 | -3 | -3 | 7 | -2 | -1 | -6 | -2 | 2 | 2
CC1O[C@H](OC2C(COC3OC(CO)C(O)[C@H](O)C3O)OC(OC3CC[C@]4(C)C(CC[C@@]5(C)[C@@H]4C=C[C@]46OC[C@@]7(CCC(C)(C)C[C@H]74)C(O)C[C@@]56C)C3(C)C)C(O)C2O)C(O)C(O)C1O (some centres not stated) | -3 | 7 | x | 6 | -4 | x | x | x | x
COc1ccc(C(=O)CSc2n[nH]c(=O)[nH]c2=O)cc1 | -1 | 8 | 11 | 6 | 1 | 8 | 5 | 1 | 1
CCc1ccccc1N(CC(=O)Nc1cccc(N(C)S(C)(=O)=O)c1)S(C)(=O)=O | 1 | -1 | -1 | 4 | 1 | -4 | 1 | -3 | 1
COc1ccc(C)c(NC(=O)C2CC(=O)NC3=C2C(=O)CCC3)c1 (configuration not stated) | -2 | -2 | -4 | 8 | -4 | 5 | -3 | -4 | 14

Structural class, the entries above with a CF3 group (2)
SMILES | PAFAH2 inh | PREPL inh | ZTA DNA inh | PAFAH1B3 inh | PAD4 inh | EBNA-1 inhibitor | LYPLA2 inh | LYPLA1 inh | GSTO1 inh
CN(CC(=O)Nc1ccc(OC(F)(F)F)cc1)C(=O)Cc1cccs1 | 4 | 21 | x | 9 | -7 | x | x | x | x
O=C(N/C=N/O)C1=NOC(CNc2ncc(C(F)(F)F)cc2Cl)C1 (configuration not stated) | 6 | 1 | 12 | 3 | -5 | 8 | 7 | -1 | 9

Additional structures.
SMILES | PAFAH2 inh | PREPL inh | ZTA DNA inh | PAFAH1B3 inh | PAD4 inh | EBNA-1 inhibitor | LYPLA2 inh | LYPLA1 inh | GSTO1 inh
O=C(OCCN1CCCCC1)c1ccccc1Cl | 0 | 0 | 14 | 4 | 0 | 2 | -5 | 0 | 1
O=C(CCS(=O)(=O)c1ccc(Br)cc1)Nc1ccccn1 | 0 | 0 | -5 | 0 | -1 | -16 | 2 | -3 | -2
Cc1oc2c(c(=O)c1C)C(=O)CC(c1ccccc1)C2 (configuration not stated) | -6 | -2 | 2 | 1 | -3 | 2 | -3 | 2 | 5
CC(=O)c1cccc(NC(=O)NNC(=O)CCC(=O)Nc2ccc(C)c(C)c2)c1 | -2 | -3 | -4 | 10 | 1 | -10 | -1 | -3 | 6
Cn1nnnc1Sc1ncnc2scc(-c3cc4ccccc4o3)c12 | -6 | -28 | 38* | -2 | 16* | x | 2 | -4 | x
CCc1ccc(OC)c(S(=O)(=O)Nc2ccc(Cc3ccncc3)cc2)c1 | 0 | 7 | 12 | 3 | -2 | -6 | 4 | 1 | 4
COc1ccc(Cl)cc1-c1nc(N)nc(N(C)C)n1 | -9 | -1 | 13 | -3 | 0 | -4 | 2 | -2 | -2
O=C(NCC(c1ccco1)N1CCCC1)c1ccccc1F (configuration not stated) | 4 | -6 | -3 | 7 | 0 | 6 | 1 | 2 | 0
O=S(=O)(NCc1ccccc1Cl)c1ccc(-n2cnnn2)cc1 | 13 | -2 | 10 | 5 | 3 | 5 | 2 | -3 | 4
COCCNC(=O)/C(C#N)=C/c1cccs1 | -2 | -3 | -3 | -1 | 4 | -6 | 8 | 2 | 4
COc1cc(/C=N\NC(=O)c2ccc(-c3ccccc3)cc2)cc(OC)c1O | -1 | 37 | -4 | 21 | -7 | -11 | 2 | -4 | -5
COc1ccc(S(=O)(=O)Nc2ccc(S(=O)(=O)N3CCCCC3)cc2)cc1OC | 0 | 9 | -13 | 6 | 3 | -12 | 0 | -4 | 17
O=C(Nc1ccc(N2CCCC2)cc1)c1cc([N+](=O)[O-])ccc1N1CCOCC1 | -3 | 26 | 3 | 7 | -6 | -12 | -1 | -3 | -3
COc1cccc(N(CC(=O)N2CCOCC2)S(C)(=O)=O)c1 | 9 | 5 | 2 | 1 | -4 | -1 | 0 | 1 | -2
C/C(CC(=O)Nc1ccc(N(C)C)cc1)=N\NC(=O)c1ccncc1 | -2 | 3 | -8 | 4 | 1 | 0 | -2 | -4 | 8
Cc1ccc(CN(c2ccc(C(=O)N3CCOCC3)cc2)S(C)(=O)=O)cc1 | -3 | 10 | 8 | 2 | -3 | -6 | -7 | -4 | 2
O=[N+]([O-])c1ccccc1/C=C/c1ccc2ccccc2n1 | -7 | 13 | -2 | -2 | 6 | 5 | 10 | 0 | 7
CCCOc1ccc(N2CC(C(=O)Nc3ccc(N4CCOCC4)cc3)CC2=O)cc1 (configuration not stated) | -4 | 0 | -31 | 6 | -1 | 1 | 11 | 4 | 2
COc1ccc(NC(=O)CSc2c(C)nn(-c3nnc(C)c(=O)[nH]3)c2C)cc1 | -6 | -4 | 1 | 7 | 2 | -4 | 11 | 0 | -4
Cc1cc(NC(=O)CSc2nc3c(sc4ccccc43)c(=O)n2CCCN2CCOCC2)n[nH]1 | 1 | 7 | 3 | 0 | -1 | 7 | 4 | -5 | 2
CC(Cc1ccccc1)Nc1ncnc2c1ncn2C1OC(CO)C(O)C1O (configuration not stated) | -2 | -4 | -16 | 8 | -2 | -9 | 8 | 7 | 2
COc1ccccc1CCNC(=O)CSc1ccc(-c2cccs2)nn1 | 6 | -13 | 13 | 3 | -7 | 7 | 4 | -1 | 19
Cc1cc(=O)[nH]c(SCC(=O)NN(c2ccccc2)c2ccccc2)n1 | -2 | 5 | -3 | 12 | -3 | 10 | -5 | -2 | 9
COc1ccc(C(C(=O)NCC2CCCO2)N(C(=O)CNC(=O)c2ccco2)c2ccc(C)c(C)c2)cc1OC (configuration not stated) | -2 | -6 | -9 | 4 | -6 | -3 | -2 | 0 | 9
O=C(O)C(Cc1ccccc1)N1C(=O)C2CCCCC2C1=O (configuration not stated) | 8 | 12 | -1 | -2 | 1 | -5 | -13 | -5 | 2
Cc1cc(Cl)ccc1NC(=S)NCC(C)C | 2 | 2 | -24 | 8 | -7 | -4 | -1 | -3 | 6
